From PubChem
N370S GC: N370S glucocerebrosidase modulation, Gaucher chaperone candidate; P04062; N370S GC spleen homogenate, 4MU-glucoside fluorescence; Potency, µM (titrated, usually from 59.4 µM), without a hit: at the highest dose activity change, negative = inhibition, hits mostly inhibitors; 330,000 compounds, 0.092% hits;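 also: 0% = full enzyme activity and -100% = no enzyme basal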
FEN1 inhibitor: blocks human flap endonuclease 1. P39748. Recombinant FEN1 flap cleavage, fluorescence, 15 min. Potency, µM (top dose mostly 114 µM), inactives show top-dose activity change, negative = inhibition, hits mostly inhibitors. 390,000 compounds, 0.35% hits. AID 588795; also: nearly all actives have a fitted effect of over 65% in size
Target sequence (P39748 whole entry, looked up): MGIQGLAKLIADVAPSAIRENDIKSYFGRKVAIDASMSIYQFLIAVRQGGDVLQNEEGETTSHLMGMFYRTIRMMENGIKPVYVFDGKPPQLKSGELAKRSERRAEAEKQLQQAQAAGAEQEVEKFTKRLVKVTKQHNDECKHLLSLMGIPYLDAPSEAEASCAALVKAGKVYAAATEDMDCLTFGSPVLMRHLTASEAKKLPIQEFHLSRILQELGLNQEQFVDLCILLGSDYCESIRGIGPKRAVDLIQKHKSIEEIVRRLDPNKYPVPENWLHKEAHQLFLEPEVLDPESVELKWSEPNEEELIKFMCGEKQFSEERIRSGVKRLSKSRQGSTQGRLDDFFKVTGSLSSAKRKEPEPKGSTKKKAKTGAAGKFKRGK
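In this screen, 50 nM flap DNA substrate was added to 10 nM FEN1 pretreated with compound for 15 min at room temperature; cleavage was followed with reads at 0 and 15 min, and Hill fitting gave concentration–response parameters.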
TDP1 block: TDP1 (human) enzyme inhibition; Q9NUW8; AID 485290; recombinant TDP1, AlphaScreen DNA substrate cleavage; 350,000 compounds, 0.28% hits; Potency, µM (titrated, usually from 130 µM), for the others: top-dose activity change, negative = inhibition, most hits filed as inhibitors; also: nearly all actives have a fitted effect of over 40% in size
Target sequence (Q9NUW8 whole entry, looked up): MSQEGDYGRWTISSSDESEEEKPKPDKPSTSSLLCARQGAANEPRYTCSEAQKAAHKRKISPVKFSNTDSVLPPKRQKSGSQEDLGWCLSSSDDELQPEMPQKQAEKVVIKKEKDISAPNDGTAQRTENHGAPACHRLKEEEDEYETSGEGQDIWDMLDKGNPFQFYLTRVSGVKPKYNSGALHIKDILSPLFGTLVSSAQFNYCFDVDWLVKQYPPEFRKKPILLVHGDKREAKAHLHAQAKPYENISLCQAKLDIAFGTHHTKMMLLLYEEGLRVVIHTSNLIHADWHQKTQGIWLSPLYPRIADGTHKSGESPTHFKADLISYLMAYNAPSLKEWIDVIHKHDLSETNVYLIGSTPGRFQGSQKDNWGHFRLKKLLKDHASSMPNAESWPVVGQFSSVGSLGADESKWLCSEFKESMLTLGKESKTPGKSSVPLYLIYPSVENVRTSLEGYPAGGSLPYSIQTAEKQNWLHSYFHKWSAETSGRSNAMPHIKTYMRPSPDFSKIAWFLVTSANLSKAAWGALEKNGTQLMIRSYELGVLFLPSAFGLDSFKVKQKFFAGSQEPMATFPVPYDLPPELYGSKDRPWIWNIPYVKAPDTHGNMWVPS
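Recombinant human Tdp1 (E. coli-expressed, 1 nM final) preincubated with compounds 15 min at room temperature, then 5'-biotin/3'-phosphotyrosine-FITC DNA substrate (15 nM final) added for 5 min. AlphaScreen beads (10 ug/ml final) added 10 min; cleavage lowers signal.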
Active calls of the source: *; ? = inconclusive; nt = no result given; & = joins results of further samples; ! = a repeat was not active; [ ] = remark or other dose. Calls follow the shape of the dose curve; as a rule, active = well fitted curve in the direction sought with a large enough effect; inconclusive = small, poorly fitted or top-dose-only effect, or another doubt; inactive = no such curve, though single readings can be large; an effect the other way counts as inactive or inconclusive. Unless noted, % is scaled to controls: 0 for no effect and ±100 for the full control effect; potency is read from the fitted curve at half-maximal effect. Only part of the results is shown; count on the stated rates, not on these rows.

molecule | N370S GC | FEN1 inhibitor | TDP1 block
CC(C)(C)c1ccc(S(=O)(=O)N2CC3CC(C2)c2cccc(=O)n2C3)cc1 (stereo unspecified) | 22% | 1% | 4%
O=C(Nc1ccc(F)c([N+](=O)[O-])c1)c1cccn(Cc2ccccc2)c1=O | nt | 19% | -5%
COc1ccccc1N1CCN(Cc2c[nH]c3ccccc23)CC1 | ? | 2% | 3%
Cc1ccc(-c2nc3ccc(C)cn3c2CC(=O)N(C)C)cc1 | 1% | -9% | 9%
COc1c(C=C2C(=O)NC(=O)NC2=O)c(CCN(C)C(=O)c2ccccc2)cc2c1OCO2 | -8% | -11% | nt
COC[C@H]1OC(=O)c2coc3c2[C@@]1(C)C1=C(C3=O)C2CCC(=O)[C@@]2(C)C[C@H]1OC(C)=O (stereo partly specified) | -5%&-7%&-25% | 13µM*! | 12%[56.1 µM]
O=C1NC(=O)N(Cc2ccco2)C(=O)/C1=C/c1ccc(-c2cccc([N+](=O)[O-])c2)o1 | -1% | ? | nt
CCCCCC1C(=O)O[C@H](C)[C@@H](NC(=O)c2cccc(NC=O)c2O)C(=O)OC(C)C1OC(=O)CC(C)C (stereo partly specified) | 14% | nt | 14%[56.1 µM]
CC(=O)OC1CC[C@@]2(C)C3CC[C@]4(C)C(=O)CCC4C3CC[C@H]2C1 (stereo partly specified) | -11% | nt | -4%[56.1 µM]
Cc1ccc(NC(=O)CSc2nnc([C@@H](N)Cc3c[nH]c4ccccc34)o2)c(C)c1 | 9% | -18% | -9%
O=C1Nc2ccccc2/C1=C/c1cnc[nH]1 | -4% | -8% | 7%
O=C1Nc2ccccc2C1Cc1nc2ccccc2c(=O)n1-c1ccccc1 (stereo unspecified) | 18% | -17% | nt
CC(=O)CC1CCCCN1 (stereo unspecified) | 4% | nt | 4%
CC(=O)OC(C)(C)/C=C/C(=O)C(C)(O)C1[C@H](O)C[C@@]2(C)C3CC=C4C(CC[C@@H](O)C4(C)C)[C@]3(CO)C(=O)C[C@]12C (stereo partly specified) | 0% | 7% | nt
C[C@H]1[C@@H](O)[C@@H](C)/C=C\C=CCC\C=C/C=C\C=C/C=C[C@@H](O[C@H]2O[C@@H](C)[C@@H](O)[C@@H](N)[C@@H]2O)C[C@@H]2O[C@@](O)(C[C@@H](O)[C@H]2C(=O)O)C[C@@H](O)[C@@H](O)CC[C@@H](O)C[C@@H](O)C[C@@H](O)CC(=O)O[C@H]1C | -5%[21.6 µM] | nt | 3%[21 µM]
OC1/C(=C/c2ccc(F)cc2)N2CCC1CC2 (stereo unspecified) | 9% | 13% | 5%
O=C(O)c1cc(Oc2ccc(C(F)(F)F)cc2Cl)ccc1[N+](=O)[O-] | 0% | -16% | 25%
CCCn1c(C)c(C(=O)c2cccc3ccccc23)c2ccccc21 | ? | -8% | -5%[56.1 µM]
OC(c1ccccc1)(c1ccccc1)c1ccncc1 | 0% | -2% | 3%
Cc1cccc(-n2c(-c3ccco3)nc3ccccc3c2=O)c1C | -1% | -12% | -3%
COc1cc(C(c2c(O)c3ccccc3oc2=O)c2c(C)n(C)n(-c3ccccc3)c2=O)ccc1OCC(=O)O (stereo unspecified) | nt | -5% | 3%
CCc1c(C(=O)OC)ncc2[nH]c3cc(OC)c(OC)cc3c12 | -4%&-3% | nt | 13%[56.1 µM]
CCCN1CCCC2Cc3[nH]ncc3CC21 (stereo unspecified) | 2%&-4% | nt | 0.28µM*!
CN1CCN(Cc2nnc3n2-c2ccc(Cl)cc2C(c2ccccc2)=NC3)CC1 | 18% | -4% | -3%
COc1ccc(Br)cc1C1SCC(=O)Nc2c1c(C)nn2-c1ccccc1C (stereo unspecified) | nt | ? | 9%
CN(C)C(=O)CSc1nnc([C@@H](N)Cc2ccccc2)o1 | -2% | -8% | 0%
Cc1ccc(S(=O)(=O)N(C)C/N=C(\N)N[N+](=O)[O-])cc1 | 1% | 0% | 7%
CC(C)(C)C(=O)OCC12CCC(O1)C1(C)C(=O)OCC21 (stereo unspecified) | 7% | 12% | 4%
CC(O)C(C)OC(=O)[C@@H]1C[C@@H]2c3cccc4c3c(cn4C(C)C)C[C@H]2N(C)C1 (stereo partly specified) | -9%&8% | nt | 12%[56.1 µM]
COC(=O)c1ccccc1OP1(=O)COc2ccccc2OC1 | 1% | 13% | 1%

Quoted from above, 3 compounds:
molecule | N370S GC | FEN1 inhibitor | TDP1 block
O=C(Nc1ccc(F)c([N+](=O)[O-])c1)c1cccn(Cc2ccccc2)c1=O | nt | 19% | -5%
COc1ccccc1N1CCN(Cc2c[nH]c3ccccc23)CC1 | ? | 2% | 3%
Cc1ccc(-c2nc3ccc(C)cn3c2CC(=O)N(C)C)cc1 | 1% | -9% | 9%

One compound at a time, from the list above.
OC(c1ccccc1)(c1ccccc1)c1ccncc1 in the list: N370S GC: 0%; FEN1 inhibitor: -2%; TDP1 block: 3%
CCCN1CCCC2Cc3[nH]ncc3CC21 (stereo unspecified) in the list: N370S GC: 2%&-4%; FEN1 inhibitor: nt; TDP1 block: 0.28µM*!

New compounds follow
molecule | N370S GC | FEN1 inhibitor | TDP1 block
CC(CCC(=O)O)C1CCC2C3C(=O)CC4CC(=O)CC[C@@]4(C)C3CC(=O)[C@]12C (stereo partly specified) | -3% | nt | 14%
COc1ccc(C(=O)Cn2c(NCCCl)nc3ccccc32)cc1 | 0% | 18% | 8%
O=C(NC(=S)N1C[C@H]2C[C@H](C1)c1cccc(=O)n1C2)c1ccc(F)cc1 | 2% | -1% | nt
Nc1ccncc1 | ? | -2% | 5%
C[C@@H]1CC[C@@]2(NC1)O[C@H]1C[C@H]3[C@@H]4CC=C5C[C@@H](O)CC[C@]5(C)[C@H]4CC[C@]3(C)[C@H]1[C@@H]2C | -12% | -15% | nt
O=P(c1ccccc1)(c1ccccc1)N1CCCCC1 | -3% | -2% | 3%
CCCn1c(C(=O)c2ccccc2)nc2ccccc21 | -5% | -21% | -5%
C[C@H](CCC(=O)O)[C@H]1CC[C@H]2[C@@H]3CC[C@@H]4C[C@H](O)CC[C@]4(C)[C@H]3CC[C@]12C | 4%&13%&5% | ? | ?
COc1cccc(-c2nn(Cc3ccccc3)cc2C(=O)O)c1 | 3% | -2% | 0%
COc1c2c(c(CC=C(C)C)c3oc(=O)c(-c4ccc(O)cc4)c(O)c13)OC(C)(C)C=C2 | 24% | nt | 18%[56.1 µM]
COCc1cc(OC(=O)N(C)C)nc(-c2ccc(C)c(Cl)c2)n1 | -1% | 11% | -4%
Cc1c(F)c(F)c(COC(=O)C2C(/C=C(\Cl)C(F)(F)F)C2(C)C)c(F)c1F (stereo unspecified) | -4% | nt | 27%
Cc1ccc(OCC(=O)N2CCN(C3CCC(c4ccccc4)CC3)CC2)cc1 (stereo unspecified) | -8% | -10% | ?
Cc1c(C(c2ccc(Cl)cc2Cl)c2c(O)c3ccccc3oc2=O)c(=O)n(-c2ccccc2)n1C (stereo unspecified) | 8% | 37%&1%[activator] | 8%&0%
CCOc1ccc(-n2c(O)c(C=Nc3ccc(N(CC)CC)cc3)c(=O)[nH]c2=O)cc1 | -5% | 9% | 2%
O=S(=O)(c1ccccc1)N1CC1c1ccccc1 (stereo unspecified) | 6% | -6% | 2%
CN(CC(=O)N[C@H](CO)Cc1ccccc1)C(=O)[C@H](CCS(C)=O)NC(=O)[C@@H](N)Cc1ccc(O)cc1 (stereo partly specified) | 1% | nt | 6%
CC(=O)Nc1ccc([As](=O)(O)c2ccc([N+](=O)[O-])cc2)cc1 | -20% | -1% | -1%
CN(C)CCOC(=O)c1cn(Cc2ccccc2)c2ccccc12 | -2% | 3% | -2%
COCCOC(=O)c1c(N)n(Cc2ccccc2)c2nc3ccccc3nc12 | ? | -6% | -7%
COc1cc(Cn2c(N)c(C(=O)NCc3ccco3)c3nc4ccccc4nc32)cc(OC)c1OC | ? | ? | 8%
Fc1cccc(C2NCCc3[nH]cnc32)c1 (stereo unspecified) | -12% | 8% | 4%
CCN(CC)C(=O)c1ccc(NC(=O)c2cccc(C(F)(F)F)c2)cc1 | -2% | 11% | 3%
O=C(c1cccnc1)c1cc2ccccc2[nH]1 | 17% | 8% | 0%
CCOC(=O)c1c(NC(=O)c2c(N)n(CCCOC)c3nc4ccccc4nc23)sc2c1CCCC2 | -20% | 3% | 2%
Cc1c(N=Nc2c(O)n(C)c(=O)n(C)c2=O)c(=O)n(-c2ccccc2)n1C | 4% | -2% | -5%
COc1ccc(CCNC(=O)c2c(N)n(CCN3CCOCC3)c3nc4ccccc4nc23)cc1 | -8% | -11% | -3%
CCCCC(=O)N/N=C/c1c(O)n(CCc2ccc(OC)c(OC)c2)c(=O)[nH]c1=O | -5% | 4% | 11%
CCn1cc(C(=O)NCc2ccccc2)c2ccccc21 | 28% | 2% | 3%
Cc1cc(CN(C)C)c(OC(=O)N(C)C)cc1C | -5% | 9% | 3%
c1ccncc1 | 1% | nt | 17%
CCOCC(=O)NC1CCSC1=O (stereo unspecified) | 0% | 11% | -2%
CN(C(=O)CN1CC=C(c2ccccc2)CC1)c1c(N)n(Cc2ccccc2)c(=O)[nH]c1=O | -8% | -16% | 3%
c1nc[n]([Sn]([CH]2CCCCC2)([CH]2CCCCC2)[CH]2CCCCC2)n1 | -1% | nt | 4%
O=C(CF)NC(NC(=S)Nc1ccccc1O)C(Cl)(Cl)Cl (stereo unspecified) | ? | 9% | 3%
CCOC(=O)CCN=Cc1c(O)n(-c2ccc(Br)cc2)c(=O)[nH]c1=O | -8% | -4% | 4%
c1ccc(C2CC3CC(c4ccco4)N2O3)cc1 (stereo unspecified) | -12% | 4% | -3%
Cc1cccc(CN2C(=O)CN=C(c3ccccc3)c3ccccc32)c1 | nt | -15% | 0%
COC(=O)C1=C(c2ccc(OC)c(OC)c2)C[C@@H]2CC[C@H]1N2C(=O)N1CCc2cc(OC)c(OC)cc2C1 | nt | -2% | 4%
O=c1[nH]c(=S)n(CCC2=CCCCC2)c(O)c1C=NCc1cccnc1 | 6% | nt | 3%
O=C(Cc1ccccc1)Oc1cccc(-n2cnnn2)c1 | 0% | 1% | 5%
COC[C@]12CN(C=O)C3C4C(OC)C1[C@@]3(C1CC3(O)C(OC)C(O)C4(OC(C)=O)C1C3OC(=O)c1ccccc1)[C@@H](OC)CC2O (stereo partly specified) | -3% | nt | -6%[56.1 µM]
COc1ccccc1OCC(=O)N1CCCC(N(C)Cc2ccccc2)C1 (stereo unspecified) | -4% | 18% | 1%
O=C(COc1ccccc1)N1CCN(C/C=C/c2ccccc2)CC1 | -25% | -6% | -2%
c1ccc(-c2nc(N3CCOCC3)s[n+]2-c2ccccc2)cc1 | -13% | 6% | 0%
O=C(N/N=C/c1c(O)n(-c2cccc3ccccc23)c(=O)[nH]c1=O)c1ccncc1 | -6% | -10% | 0%
CC(C)CCCn1c(O)c(/C=C2/C=CC=N2)c(=O)[nH]c1=O | ? | 0% | 5%
COc1ccc(C2C([N+](=O)[O-])=C(N)Oc3c2c(=O)oc2ccccc32)cc1 (stereo unspecified) | 2% | nt | 2%
COc1ccc(/C=C/C(=O)c2c(O)n(CCC3=CCCCC3)c(=O)[nH]c2=O)cc1OC | 0% | 9% | nt
O=[N+]([O-])C(Br)Br | -8% | nt | 8%
CC[C@@H]1[C@@H]2C[C@H]3[C@H]4N(C)c5ccccc5[C@@]45C[C@@H]([C@@H]2[C@@H]5O)N3[C@H]1O | 13%[21.6 µM] | nt | 14%[21 µM]
CCOC(=O)C(O)(c1ccc(NC(=S)NC(=O)c2ccc(Cl)cc2Cl)c(C)c1)C(F)(F)F (stereo unspecified) | -8% | 7% | 5%
O=P1(NCCCn2cc[n+](Cc3nc4ccccc4[nH]3)c2)C=C(c2ccccc2)OC(c2ccccc2)=C1 | -9% | -19% | 4%
Cc1ccc(-n2c(O)c(C=NCc3cccnc3)c(=O)[nH]c2=O)cc1C | 6% | 3% | 2%
CCOc1ccc(CN2CCCC(C(=O)c3ccccc3OC)C2)cc1 (stereo unspecified) | -7% | 14% | 4%
CCOc1ccc(-n2c(/C=C/c3ccccc3)nc3ccccc3c2=O)cc1 | nt | 10% | 3%
Cc1c(P(=S)(c2ccccc2)c2ccccc2)[n+]2ccccc2n1C | 3% | -5% | 3%&-3%&0%
CN1[C@@H]2CC[C@H]1CC(O[C@@H](c1ccccc1)c1ccc(Cl)cc1)C2 (stereo partly specified) | 7.9µM* | nt | 12%
N#C/C(=C\c1cccc(O)c1)C(=O)O | 8% | nt | 11%[56.1 µM]
